GSIS activator: GLuc luminescence reporter in INS-1E cells, primary screen for activators of glucose-dependent secretion of insulin; INS-1E GLuc reporter insulin secretion, 2-3 h; activation, % at 16.6 µM; 370,000 tested, 0.61% active; AID 743287;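 active = lowest replicate activation of at least 40%, so every replicate reaches that level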;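 also: 0% = median of neutral control wells and 100% = median of IBMX positive control wells; some compounds called inactive have numbers as strong as hits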
CFTR F508del cor: correctors of CFTR F508del function in bronchial epithelial cells | CFBE cells, YFP halide quenching; stimulated with forskolin plus potentiator P3; % fluorescence drop versus neutral controls | 350,000 tested, 0.36% active | activity (quench increase), % at 7.58 µM | AID 720511;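 active = mean added fluorescence quench of at least 8% versus neutral control, with both replicates also reaching 8%; inconclusive = only one of the mean or replicate conditions met; inactive = mean below 8% and not both replicates reaching 8%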;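 also: cells transiently co-express mutant CFTR-F508del with the halide-sensitive YFP; corrector assay measuring rescue of mutant channel to the surface after 24 h compound exposure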
FN deposition inh: fibronectin deposition inhibition; AH1F fibroblasts, Alexa488-fibronectin deposition fluorescence, overnight; inhibition, % at 12.6 µM; 350,000 tested, 0.086% active; AID 743247;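 active = mean inhibition across replicates of 30% or more, regardless of how many single replicates reach that level; inconclusive = mean under 30% yet at least half of replicates reach 30%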;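 also: positive control wells lacked labelled fibronectin entirely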
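Assay system: AH1F fibroblast monolayer, labelled fibronectin deposition. Amount: 10000 cells per well. Also added: labelled fibronectin 24 nM. Compound: single-point pinned compound. Incubation: cell attachment 1 h, compound and FN exposure overnight. Detection: fluorescence after three HBSS washes, excitation 485 nm, emission 525 nm. Read-out: inhibition of fibronectin deposition signal.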
DENV2 CPE: inhibitors of DENV2 cytopathic effect; 350,000 tested, 1.7% active; AID 651640; DENV2-infected cells, cytopathic effect rescue, plate reader; CPE inhibition, % at 9.99 µM; in the data active = CPE inhibition above about 20%, passing the limit was not always enough; inconclusive = no clear call, values can overlap the other calls; tested in BHK-21 cells;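 also: 0% = median of neutral control wells and 100% = median of positive control wells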
PAX8 inh HTS: inhibitors of PAX8 transcriptional activity in RMG-I cells; RMG-I TPO-luciferase reporter, SteadyGlo, 24 h; inhibition, % at 12.6 µM; 360,000 tested, 1.2% active;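 active = mean replicate inhibition at least 60% with every replicate also reaching 60%; inconclusive = only one of the two criteria is met; inactive = mean below 60% and not all replicates reaching 60%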;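 also: luciferase light reporting Pax8 driven TPO promoter activity; plate controls were median of neutral control wells for no effect and mitoxantrone controls for full effect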
EWS-Fli block: inhibitors of EWS/Fli oncoprotein transcriptional activity. AID 651661. 350,000 tested, 0.67% active. inhibition, % at 12.6 µM. A673 NR0B1-luciferase reporter, viability-normalised;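 active = mean inhibition of at least 50% after viability correction, with every replicate also passing that limit; inconclusive = mean reaches 50% but only one of two replicates passes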;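 also: firefly luciferase signal divided by Alamar Blue viability fluorescence both relative to DMSO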
miR-122 sensor: inhibitors of miR-122 in Huh7 cells; Huh7 miR-122 Renilla luciferase sensor, 48 h; neutral wells = 0, positive control = 100; activation (reporter increase), % at 12.5 µM; 340,000 tested, 0.3% active;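 active = mean replicate activation score at least 90 and every replicate individually at or above 90; inconclusive = only one of the two criteria met; inactive = neither criterion met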;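 also: higher luciferase means less miR-122 activity so hits act as miR-122 inhibitors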
Starred values were filed as active, the others as inactive; & = joins results of further samples; [ ] = dose if it differs, or a comment.

A first look, 2 compounds:
Results for Cc1ccc(NC(=O)[C@H](CC(C)C)NC(=O)[C@@H]2Cc3ccccc3CN2)cc1 ?
GSIS activator: -11; CFTR F508del cor: -1.1; FN deposition inh: -14; DENV2 CPE: -9; PAX8 inh HTS: -20; miR-122 sensor: -9

How did O=C(Nc1ccc2c(c1)C(=O)OC2)c1ccc(C(F)(F)F)cc1 do in these assays?
GSIS activator: 10; CFTR F508del cor: -1.1; FN deposition inh: 0; DENV2 CPE: 3; PAX8 inh HTS: -5; EWS-Fli block: -15; miR-122 sensor: -4

This part in full, from the first entry:
Results for Cc1ccc(NC(=O)[C@H](CC(C)C)NC(=O)[C@@H]2Cc3ccccc3CN2)cc1 ?
GSIS activator: -11; CFTR F508del cor: -1.1; FN deposition inh: -14; DENV2 CPE: -9; PAX8 inh HTS: -20; miR-122 sensor: -9

How did O=C(Nc1ccc2c(c1)C(=O)OC2)c1ccc(C(F)(F)F)cc1 do in these assays?
GSIS activator: 10; CFTR F508del cor: -1.1; FN deposition inh: 0; DENV2 CPE: 3; PAX8 inh HTS: -5; EWS-Fli block: -15; miR-122 sensor: -4

What do the screens show for `COc1cc(C(=O)N/N=C/c2sc(=O)n(-c3ccccc3)c2Cl)cc(OC)c1OC`?
GSIS activator: -2; FN deposition inh: 0; PAX8 inh HTS: 4

What do the screens show for `CCN(CC)c1ccc(N2C(=O)CSC2=S)cc1`?
GSIS activator: -3; CFTR F508del cor: -0.7; PAX8 inh HTS: 33; EWS-Fli block: 8; miR-122 sensor: -2

What do the screens show for `N#C[C@@H]1[C@@H](c2ccc(C#Cc3ccc(F)cc3)cc2)[C@H](CO)N1C(=O)C1CCC1`?
GSIS activator: -9; CFTR F508del cor: 1.9; FN deposition inh: 11; DENV2 CPE: -8; PAX8 inh HTS: 30; EWS-Fli block: 1

Results for CCOC(=O)C1CCCN(C(=O)c2cccc(N3C(=O)c4ccccc4C3=O)c2)C1 (stereo not drawn) ?
GSIS activator: 1; CFTR F508del cor: 0.2; FN deposition inh: 2; DENV2 CPE: 9; PAX8 inh HTS: -2; EWS-Fli block: -2; miR-122 sensor: -1

Results for COc1ccc(N(CC(=O)NCc2ccc3c(c2)OCO3)C(=O)c2csnn2)cc1 ?
GSIS activator: 9; CFTR F508del cor: -0.6; FN deposition inh: -1; DENV2 CPE: -3; PAX8 inh HTS: -25; EWS-Fli block: -26; miR-122 sensor: -4

How did COc1ccc(CC(NC(C)=O)C(=O)NC2CCN(C(=O)c3cnccn3)CC2)cc1 (stereo not drawn) do in these assays?
FN deposition inh: 13; PAX8 inh HTS: 3; miR-122 sensor: -4

Results for NC(=S)NC(=O)/C=C/c1ccccc1 ?
GSIS activator: 5; CFTR F508del cor: -0.6; FN deposition inh: 16; DENV2 CPE: 10; PAX8 inh HTS: -1; EWS-Fli block: -8

How did C[C@@H]1CN([C@H](C)CO)C(=O)CCCn2cc(nn2)CO[C@@H]1CN(C)S(C)(=O)=O do in these assays?
GSIS activator: 13; CFTR F508del cor: 0.9; FN deposition inh: 8; DENV2 CPE: 5; EWS-Fli block: -3; miR-122 sensor: -2[16.7 µM]

How did CCCCN1C(N)=NC[C@@H]1Cc1ccccc1 do in these assays?
GSIS activator: 29; CFTR F508del cor: 0.3; FN deposition inh: 2; DENV2 CPE: -12; PAX8 inh HTS: -12; EWS-Fli block: 1; miR-122 sensor: 4

Results for COc1ccccc1C(=O)Nc1ccc2c(c1)nc1n2CCN(Cc2ccccc2)C1 ?
GSIS activator: 11; CFTR F508del cor: 1.9; FN deposition inh: -11; DENV2 CPE: inconclusive; PAX8 inh HTS: -19; EWS-Fli block: -6; miR-122 sensor: 15

How did Cc1c(NC(=S)NC(=O)C2CCCCC2)c(=O)n(-c2ccccc2)n1C do in these assays?
GSIS activator: -3; FN deposition inh: -5; miR-122 sensor: -1

What do the screens show for `C[C@H](CO)N1C[C@H](C)[C@@H](CN(C)Cc2ccncc2)Oc2cc(C#CC3CC3)ccc2S1(=O)=O`?
GSIS activator: -5; CFTR F508del cor: 1.3; FN deposition inh: 0; DENV2 CPE: -4; EWS-Fli block: 5; miR-122 sensor: 14[16.7 µM]

Results for CCOc1ccc(NC(=O)CCNS(=O)(=O)c2cccc3nsnc23)cc1 ?
GSIS activator: 15; CFTR F508del cor: -1.2; FN deposition inh: 19; DENV2 CPE: 5; PAX8 inh HTS: -16; EWS-Fli block: 10; miR-122 sensor: 8

What do the screens show for `CC(=O)Nc1nonc1NC(C)=O`?
FN deposition inh: -2; PAX8 inh HTS: -4; miR-122 sensor: -2

Results for CN/N=C/c1ccc(C#N)cc1 ?
GSIS activator: -8; CFTR F508del cor: -3.9; FN deposition inh: 2; DENV2 CPE: 5; PAX8 inh HTS: -15; EWS-Fli block: -11

How did COc1cc(OC)c2c(c1)C(=O)OC2OC (stereo not drawn) do in these assays?
GSIS activator: 3; CFTR F508del cor: 0.5; FN deposition inh: -8; DENV2 CPE: 5; PAX8 inh HTS: 6; EWS-Fli block: 12

How did C[C@@H]1CCCCO[C@@H](CN(C)S(=O)(=O)c2cccs2)[C@H](C)CN([C@H](C)CO)C(=O)c2cc(NC(=O)Nc3ccc(C(F)(F)F)cc3)ccc2O1 do in these assays?
GSIS activator: -4; CFTR F508del cor: 5.3; DENV2 CPE: -6; PAX8 inh HTS: 80*; EWS-Fli block: 7; miR-122 sensor: -9[16.7 µM]

Results for CNC(=O)c1sc(-c2cccnc2)nc1C ?
FN deposition inh: 0; PAX8 inh HTS: 7; miR-122 sensor: -6

What do the screens show for `Cc1cc(C)c(S(=O)(=O)N2CCC3(CC2)OCCN3S(=O)(=O)c2cccs2)c(C)c1`?
GSIS activator: 1; CFTR F508del cor: 0.1; FN deposition inh: 5; DENV2 CPE: 3; PAX8 inh HTS: -11; EWS-Fli block: 12; miR-122 sensor: 22

How did O=C(Nc1ccccc1)C1=C[C@H](c2ccc3c(c2)OCO3)C[C@H](OCc2ccc(CO)cc2)O1 do in these assays?
GSIS activator: -2; CFTR F508del cor: 0.8&3.0&2.2; FN deposition inh: 14; DENV2 CPE: inconclusive; PAX8 inh HTS: -34&-136&-26; EWS-Fli block: -42&-92&-35

Results for COc1cccc(-c2cnc3c(c2)C(=O)N([C@H](C)CO)C[C@H](C)[C@@H](CN(C)C(C)=O)O3)c1 ?
GSIS activator: 1; CFTR F508del cor: 1.6; FN deposition inh: 0; DENV2 CPE: 32*; EWS-Fli block: -12; miR-122 sensor: -8[16.7 µM]

How did C=C(C)C1CC=C(CN2CCN(Cc3ccccc3)CC2)CC1 (stereo not drawn) do in these assays?
GSIS activator: -11; CFTR F508del cor: 1.7; FN deposition inh: -7; DENV2 CPE: -1; PAX8 inh HTS: 12; EWS-Fli block: 11

What do the screens show for `Cc1nc(C(=O)NNC(=O)c2c(-c3c(Cl)cccc3Cl)noc2C)cs1`?
GSIS activator: -39; CFTR F508del cor: 2.6; FN deposition inh: 6; DENV2 CPE: -18; PAX8 inh HTS: 12; EWS-Fli block: 10

What do the screens show for `Cc1ccc(NC(=O)N2CCN(C/C=C/c3ccccc3)CC2)cc1`?
GSIS activator: -11; CFTR F508del cor: 1.8; FN deposition inh: 5; DENV2 CPE: 2; PAX8 inh HTS: 0; EWS-Fli block: -34

What do the screens show for `CC(=O)Nc1ccc(CN2C(=O)C(Cc3ccccc3)ON=C2c2cccc(F)c2)cc1` (stereo not drawn)?
GSIS activator: -14; CFTR F508del cor: 1.1; FN deposition inh: 17; DENV2 CPE: -11; PAX8 inh HTS: 0; EWS-Fli block: 6

How did CS(=O)(=O)N(CC(=O)N1CCCCCC1)c1ccc(Cl)cc1 do in these assays?
GSIS activator: 12; CFTR F508del cor: -0.7; FN deposition inh: -5; DENV2 CPE: -1; PAX8 inh HTS: -13; EWS-Fli block: 9

Results for Cc1nn(Cc2ccccc2)c2c1C(c1ccccc1)C(C#N)=C(N)O2 (stereo not drawn) ?
FN deposition inh: 10; PAX8 inh HTS: 22; miR-122 sensor: -9

How did CN1C(=O)CC(NNC(=O)c2ccccc2)C1=O (stereo not drawn) do in these assays?
FN deposition inh: -11; PAX8 inh HTS: -3; miR-122 sensor: 6

Results for COc1ccc(S(=O)(=O)Nc2cccc3c2O[C@@H](CN(C)C(=O)Nc2ccc4c(c2)OCO4)[C@@H](C)CN([C@H](C)CO)C3=O)cc1 ?
GSIS activator: -27; CFTR F508del cor: 0.6; FN deposition inh: -4; DENV2 CPE: 21*; EWS-Fli block: -34; miR-122 sensor: 0[16.7 µM]

How did CC(=O)Nc1ccc(S(=O)(=O)N2CCN=C2SCc2ccc([N+](=O)[O-])cc2)cc1 do in these assays?
GSIS activator: -45; CFTR F508del cor: 0.3; DENV2 CPE: inconclusive; PAX8 inh HTS: 26; miR-122 sensor: -8

How did CCC(=O)N1[C@H](CO)[C@H](c2ccc(-c3ccc(F)cc3)cc2)[C@H]1CNC(C)=O do in these assays?
GSIS activator: -9; CFTR F508del cor: 1.3; FN deposition inh: -17; DENV2 CPE: -16; PAX8 inh HTS: 0; EWS-Fli block: -18; miR-122 sensor: 0[16.7 µM]

How did O=C(C[C@@H]1C[C@@H]2c3cc(NS(=O)(=O)c4ccccc4)ccc3O[C@@H]2[C@@H](CO)O1)N1CCCCC1 do in these assays?
GSIS activator: 0; CFTR F508del cor: -0.1; FN deposition inh: -24; DENV2 CPE: 0; PAX8 inh HTS: -9; EWS-Fli block: 0; miR-122 sensor: 10[16.7 µM]

What do the screens show for `O=C(Nc1csc(Cl)c1)c1ccccc1`?
GSIS activator: 12; CFTR F508del cor: -3.7; FN deposition inh: -4; DENV2 CPE: 1; PAX8 inh HTS: -86; EWS-Fli block: -116; miR-122 sensor: 3

How did O=[N+]([O-])c1cccc(-c2nnc3c4ccccc4c4ccccc4n23)c1 do in these assays?
FN deposition inh: 8; PAX8 inh HTS: 4; miR-122 sensor: 2

What do the screens show for `C[C@H](CO)N1C[C@H](C)[C@@H](CN(C)C(=O)Nc2cccc(C(F)(F)F)c2)OCc2ccccc2-c2ccccc2C1=O`?
GSIS activator: 7; CFTR F508del cor: 2.2; FN deposition inh: 1; DENV2 CPE: 0; PAX8 inh HTS: -35; EWS-Fli block: 7

Results for O=C1NC[C@H](Cc2ccccc2)N(CC2CCN(CCc3ccc(-c4ccccc4)cc3)CC2)C1=O ?
GSIS activator: -10; CFTR F508del cor: -0.3; FN deposition inh: 0; DENV2 CPE: -5; PAX8 inh HTS: 12; EWS-Fli block: 5; miR-122 sensor: -8

How did CCOC(=O)c1c(C)nsc1NCc1ccccc1 do in these assays?
GSIS activator: -12; CFTR F508del cor: -0.1; FN deposition inh: 14; DENV2 CPE: -2; PAX8 inh HTS: -1; EWS-Fli block: -17

Results for Cc1cc(C(=O)N2CCC(Cc3ccccc3)CC2)c(C)o1 ?
GSIS activator: -26; CFTR F508del cor: -2.2; DENV2 CPE: 1; PAX8 inh HTS: 9; EWS-Fli block: 6; miR-122 sensor: 3

How did COc1ccccc1N1CCN(C2=Nc3cccc4cccc2c34)CC1 do in these assays?
GSIS activator: -13; DENV2 CPE: -10; PAX8 inh HTS: -123; EWS-Fli block: -103; miR-122 sensor: -10

What do the screens show for `Cc1cc(C)n(CC(O)COc2ccccc2Br)n1` (stereo not drawn)?
GSIS activator: -7; CFTR F508del cor: 1.3; FN deposition inh: -3; DENV2 CPE: -3; PAX8 inh HTS: -8; EWS-Fli block: -13; miR-122 sensor: 8

How did O=C(C[C@@H]1CC[C@@H]2[C@H](COC[C@@H](O)CN2C(=O)Nc2ccc(Cl)c(Cl)c2)O1)NCc1ccc(Cl)cc1 do in these assays?
GSIS activator: -25; CFTR F508del cor: 1.7; FN deposition inh: 1; DENV2 CPE: -28; PAX8 inh HTS: 96*; EWS-Fli block: 0; miR-122 sensor: -19[16.7 µM]
